Screens deposited in PubChem BioAssay by National Center for Advancing Translational Sciences (NCATS).
GLS inhibitor: glutaminase GLS (human) inhibition; GLS enzymatic activity, qHTS titration; Potency, µM (doses to about 45.5 µM), without a hit: at the top dose activity change, negative = inhibition, hits mostly inhibitors; actives 0.21% (n = 410,000); further: on the % scale 0 is the no-effect control and ±100 the full control effect
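Compounds were pin-transferred onto hKGA, after which L-glutamine (1 mM solution) and a detection mix of glutamate oxidase, HRP and Amplex Red were added. Initial and 30 min RT fluorescence reads were collected.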
rTrxR1 inhibitor: rat TrxR1 inhibition; AID 588453; actives 1% (n = 390,000); O89049; recombinant rTrxR1, NADPH fluorescence consumption, selenite substrate; Potency, µM (top dose mostly 114 µM), for inactives: top-dose activity change, negative = inhibition, most hits filed as inhibitors; further: on the % scale 0 is the no-effect control and ±100 the full control effect; nearly all actives have a fitted effect of over 65% in size
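Rat TrxR1 (90 nM in the dispensed reagent) was pre-reduced with 400 uM NADPH for 5 min at room temperature, then incubated with compound for 15 min. After 400 uM selenite was added, NADPH fluorescence (Ex 340/Em 450 nm) was followed for 8 min.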
HP1b binding inh: inhibitors of HP1-beta chromodomain binding to methylated histone tails; P83916; AlphaScreen HP1-beta / biotin-H3K9me3 peptide binding; Potency, µM (series often up to 114 µM), inactives show at the top dose activity change, negative = inhibition, usual class: inhibitors; actives 0.56% (n = 390,000); AID 540317; further: nearly all actives have a fitted effect of over 70% in size; inactives centre near 23
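Compound inhibition of the preformed complex between 50 nM HP1-beta and 50 nM biotinylated H3K9me3 peptide was read by AlphaScreen. Buffer was PBS pH 7.4 with 0.01% Tween-20. Incubations ran 30 min at room temperature, with 10 ug/mL donor/acceptor beads.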
ALOX12 inh: ALOX12 (human) lipoxygenase inhibition; P18054; purified 12hLO, xylenol orange hydroperoxide absorbance; Potency, µM (top dose mostly 108 µM), for inactives: top-dose activity change, negative = inhibition, usual class: inhibitors; actives 1.1% (n = 580,000); further: on the % scale 0 is the no-effect control and ±100 the full control effect
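Purified human 12hLO (150 nM final) in 25 mM Hepes, 0.01% Triton X-100, pH 7.0 was preincubated 15 min at room temperature with compound. Then 40 uM arachidonic acid was added, 30 min. Hydroperoxide was read by Fe-XO absorbance ratio 573/405 nm.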
RGS4 inh: inhibitors of human regulator of G protein signaling 4 | P49798 | Transcreener GDP fluorescence polarization, RGS4-accelerated GTP hydrolysis | Potency, µM (top dose mostly 114 µM), for the others: top-dose activity change, negative = inhibition, usual class: inhibitors | actives 0.039% (n = 390,000) | AID 504845; further: on the % scale 0 is the no-effect control and ±100 the full control effect; nearly all actives have a fitted effect of over 75% in size; some results filed as inactive show a strong effect at the top dose
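MLSMR compounds (23 nl, pin-transferred) preincubated 10 min at room temperature with a 500nM (2x) first reagent, then RGS4 at 900nM (2x) plus Transcreener GDP mix added; fluorescence polarization (620/688 nm) read before and after 90 min at 30 °C.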
Pin1 inh: inhibitors of human Pin1; Pin1 FP peptide displacement, HiFluor488, 10 min; Q13526; Potency, µM (top dose mostly 115 µM), for the others: at the top dose activity, negative = inhibition, hits mostly inhibitors; AID 504891; actives 0.009% (n = 390,000); active means well fitted inhibition curve with a large enough effect in the polarisation, with a control signal flat, not every such curve was filed as active; inconclusive means small, poorly fitted or top-dose-only effect, or effect the other way, or a change in a side signal; inactive means no such curve, though single readings can be large or run the other way; the % refers to the polarisation; further: on the % scale 0 is the no-effect control and ±100 the full control effect
JMJD2A Tudor inh: JMJD2A Tudor domain (human) inhibition; O75164; AlphaScreen JMJD2A-Tudor / H3K4me3 peptide binding; Potency, µM (top dose mostly 114 µM), without a hit: top-dose activity change, negative = inhibition, actives largely listed as inhibitors; actives 4.4% (n = 390,000); further: on the % scale 0 is the no-effect control and ±100 the full control effect; nearly all actives have a fitted effect of over 50% in size
Target sequence (O75164 whole entry, looked up, the tested form may be a part): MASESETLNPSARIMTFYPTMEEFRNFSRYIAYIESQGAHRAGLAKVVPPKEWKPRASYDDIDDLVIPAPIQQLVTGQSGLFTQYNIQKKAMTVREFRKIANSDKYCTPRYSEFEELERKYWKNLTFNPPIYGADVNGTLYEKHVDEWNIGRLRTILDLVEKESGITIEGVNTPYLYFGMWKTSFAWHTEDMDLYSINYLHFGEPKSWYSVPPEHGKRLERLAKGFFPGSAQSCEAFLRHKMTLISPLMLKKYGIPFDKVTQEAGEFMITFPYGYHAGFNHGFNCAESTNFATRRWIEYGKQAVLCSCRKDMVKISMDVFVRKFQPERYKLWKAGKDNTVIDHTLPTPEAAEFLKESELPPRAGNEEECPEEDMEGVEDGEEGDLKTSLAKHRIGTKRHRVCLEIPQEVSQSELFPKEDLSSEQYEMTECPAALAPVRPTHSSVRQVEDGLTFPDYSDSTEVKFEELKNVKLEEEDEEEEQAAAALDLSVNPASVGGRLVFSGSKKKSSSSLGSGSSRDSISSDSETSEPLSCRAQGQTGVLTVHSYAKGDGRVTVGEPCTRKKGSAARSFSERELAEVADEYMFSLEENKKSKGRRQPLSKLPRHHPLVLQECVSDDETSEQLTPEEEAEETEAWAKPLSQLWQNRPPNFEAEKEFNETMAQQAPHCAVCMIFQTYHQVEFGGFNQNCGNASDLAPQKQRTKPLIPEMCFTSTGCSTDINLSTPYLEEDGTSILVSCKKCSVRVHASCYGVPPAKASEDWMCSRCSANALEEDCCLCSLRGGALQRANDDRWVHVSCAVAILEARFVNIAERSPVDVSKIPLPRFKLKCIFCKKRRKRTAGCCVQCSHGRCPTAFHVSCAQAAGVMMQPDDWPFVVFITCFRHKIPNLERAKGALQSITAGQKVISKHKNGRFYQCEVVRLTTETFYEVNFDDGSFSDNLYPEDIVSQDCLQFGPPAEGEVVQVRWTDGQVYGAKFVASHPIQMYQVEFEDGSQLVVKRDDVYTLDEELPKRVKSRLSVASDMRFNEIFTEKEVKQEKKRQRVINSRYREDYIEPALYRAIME
PGK inhibitor: blocks T. brucei phosphoglycerate kinase | Potency, µM (highest dose often 57.5 µM), for the others: at the top dose activity change, negative = inhibition, most hits filed as inhibitors | AID 602233 | actives 0.043% (n = 380,000) | P07378 | PGK/GAPDH coupled, Kinase-Glo luminescence, 60 min; further: on the % scale 0 is the no-effect control and ±100 the full control effect; nearly all actives have a fitted effect of over 60% in size
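Recombinant glycosomal PGK reaction used 1,3-bisphosphoglycerate generated in-well by GAPDH (100nM final) in 100mM TEA pH 7.6, 5mM MgCl2, 0.01% Tween-20. After 60 minutes at room temperature, ATP was read by Kinase-Glo Plus luminescence end-point.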
ERG Ets-DNA blk: inhibitors of human ERG Ets domain-DNA interaction; actives 0.028% (n = 370,000); fluorescence polarization, His-ERG Ets domain / labelled DNA; AID 624246; Potency, µM (series often up to 76.9 µM), for the others: top-dose FP activity, negative = inhibition, most hits filed as inhibitors; active means well fitted inhibition curve with a large enough effect in the polarisation, with a control signal flat; inconclusive means small, poorly fitted or top-dose-only effect, or effect the other way, or a change in a side signal; inactive means no such curve, though single readings can be large or run the other way; the % refers to the polarisation;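 further: polarization taken with two DNA probes labelled with fluorescein and Texas red; % of control where 0% means no effect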
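His-tagged ERG Ets domain (1 uM in the protein solution; 300mM KCl, 50mM Tris-HCl, 1mM EDTA, 1mM DTT, pH 7.5) received compound, then a probe mix of 5 nM fluorescein-DNA and 100nM Texas-615-DNA. Fluorescence polarization was read for both dyes.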
* marks the source's active call; other numbers are inactive results; i = inactive; u = inconclusive; x = not tested or not shown; & = joins results of further samples; [ ] = dose if it differs, or a comment. Unless noted, the call rests on the fitted dose curve; in most records, active means well fitted curve in the direction sought with a large enough effect; inconclusive means small, poorly fitted or top-dose-only effect, or another doubt; inactive means no such curve, though single readings can be large; an effect the other way counts as inactive or inconclusive. Potency means the concentration at half of the fitted maximal effect. The list is partial; rates above refer to the full screens.

SMILES	GLS inhibitor	rTrxR1 inhibitor	HP1b binding inh	ALOX12 inh	RGS4 inh	Pin1 inh	JMJD2A Tudor inh	PGK inhibitor	ERG Ets-DNA blk
CCOC(=O)NC(Cc1c[nH]c2ccccc12)C(=O)NCCc1ccc(S(N)(=O)=O)cc1 (stereo unspecified)	5%	23%	48%[activator]	6%	-7%[56.9 µM]	3%	-17%	0%	-3%
CCCCn1c(SCC(=O)NC2CCCC2)nc2ccccc2c1=O	0%	-3%	43%[activator]	-22%	12%	1%	3%	-1%	1%
COc1ccc(F)cc1S(=O)(=O)N1CCCC(C)C1 (stereo unspecified)	1%	24%	14%	21%	16%	-6%	-5%	x	x
CC(C)(C)OC(=O)N1CCC(c2c(C(=O)NCCN3CCOCC3)cnn2-c2ccc(F)cc2)CC1	0%	7%	30%	4%	-8%	-2%	-9%	0%	1%
CS(=O)(=O)c1ccc(C(=O)NCc2ccc(F)cc2)cc1	6%	20%[57.1 µM]	32%	-12%	-10%	4%	4%	1%	-1%
CCN(CC)c1cc(C)c2cc(NC(=O)c3ccc(F)cc3Cl)ccc2n1	22%	20%	19%	-17%	10%	2%	-10%	4%	-7%
COc1ccccc1NC(=O)C(=O)NCCC1CCCCN1S(=O)(=O)c1ccccc1 (stereo unspecified)	1%	-8%	12%	1%	1%	5%	-14%	-2%	-4%
CC(C)(C)c1nn2cnnc2n(/N=C/c2cccc3ccccc23)c1=O	7%	-29%	26%	13%	9%	3%	-19%	0%	-3%
C[C@H](NC(=O)OC(C)(C)C)C(=O)NCC1CCC(C(=O)N[C@@H](Cc2ccccc2)C(=O)O)CC1 (stereo partly specified)	-2%	6%	50%[activator]	2%	-7%	-4%	-6%	i	-6%
COc1cccc(CC(=O)OCC(=O)NNC(=O)c2ccc([N+](=O)[O-])cc2)c1	-7%	0%	39%[activator]	3%	-3%	3%	-17%	7%	9%
CCN(c1ccc(OCC(=O)OCC(=O)Nc2ccc(F)c(F)c2F)cc1)S(=O)(=O)c1ccccc1	-7%	14%[57.1 µM]	24%	x	-6%	-3%	-18%	-9%	7%
COc1cccc(NC(=O)CNC(=O)[C@@H]2Cc3ccccc3CN2C(=O)OC(C)(C)C)c1	6%	16%	26%	9%&23%	12%[11.4 µM]	5%	-3%	-5%	-14%
c1ccc(NCc2cccnc2)cc1	28%	-17%	18%	-19%	14%	u	-20%	i	3%
COc1ccc(NC(=O)Cn2c(SCc3cccc(Cl)c3)nc3ccncc32)c(OC)c1OC	1%	7%	16%	-28%	11%	8%	-20%	-8%	3%
COCCn1c(C)cc(C(=O)CN2c3cccc4cccc(c34)S2(=O)=O)c1C	-3%	-1%[57.1 µM]	1%	-13%	-4%	6%	-16%	-8%	4%
CC12CCC=CC1C(c1ccc3ccccc3c1)N(Cc1ccccc1)C2=O (stereo unspecified)	x	u	22%	x	-17%	-3%	-21%	x	x
CCCn1c2ccccc2c2cnn(CC(=O)N3CCCC(C)C3)c(=O)c21 (stereo unspecified)	u	4%	30%	-6%	-6%	3%	-13%	-9%	3%
Cc1cc2ccccn2c1C(=O)c1ccc(N/N=C/c2ccc(C(=O)O)cc2)c([N+](=O)[O-])c1	10µM*	13%	-10%	0%	16%	-1%	u	u	-13%
CCOC(=O)C1CCN(S(=O)(=O)c2ccc3c(c2)CC(=O)N3)CC1	6%	5%[57.1 µM]	30%	-3%	-17%	-2%	-10%	1%	6%
CCOc1ccc(NC(=O)CN(C)C(=O)c2cn(-c3ccc(F)cc3)nc2-c2cccc(OC)c2)cc1OCC	3%	0%	-16%	u	20%	10%	-35%	-8%	14%
CCOc1ccc(C(c2c(NC(=O)c3ccccc3)sc(C)c2C)N2CCN(C)CC2)cc1 (stereo unspecified)	0%	-2%	-26%	u	4%	7%	-51%	-6%	-5%
CCc1cccc(NC(=O)Cn2c(=O)n(CCCCCC(=O)NCc3ccc(F)cc3)c(=O)c3sccc32)c1	0%	-3%	15%	-9%	12%	18%	-10%	x	1%
CC(c1ccccc1)N1C(=O)NC(NC(=O)c2cccnc2)(C(F)(F)F)C1=O (stereo unspecified)	3%	17%	33%[activator]	10%	-20%	1%	3%	0%	0%
CCOC(=O)C1CCCN(c2nc(C)nc3c2oc2ccccc23)C1 (stereo unspecified)	0%	8%	36%[activator]	u	6%	-4%	-7%	0%	-14%
O=[N+]([O-])c1c(Nc2ccc(Br)cc2)ccc2nonc12	-2%	8%[57.1 µM]	18%	-14%	17%	2%	-4%	-5%	3%

Following part
SMILES	GLS inhibitor	rTrxR1 inhibitor	HP1b binding inh	ALOX12 inh	RGS4 inh	Pin1 inh	JMJD2A Tudor inh	PGK inhibitor	ERG Ets-DNA blk
CC(=O)c1cccc(-n2c(CCC(=O)O)ccc2-c2cccs2)c1	39%[activator]	u	u	u	u	-4%	56µM*	x	x
CCCC1=Nc2cc(C(=O)NCCc3ccccc3)ccc2Sc2ccc(C)cc21	-16%	3%	32%	-3%&0%	-17%	48%[activator]	-7%	-1%	-3%
COc1cc(C(=O)N2CCN(c3ccccc3OC)CC2)c([N+](=O)[O-])cc1OC	-14%	11%[57.1 µM]	9%	0%	11%	-2%	-18%	2%	-6%
O=C(CN1C(=O)COc2ccc(Cl)cc21)N1CCc2ccccc21	5%	u	14%	14%	9%	1%	-13%	-3%	2%
CCOC(=O)Nc1ccc(S(=O)(=O)Nc2cc(C)on2)cc1	-3%	12%	31%	-7%	13%	-5%	-14%	-2%	4%
CC1CN(C2CCCCC2)C(=S)NC1=O (stereo unspecified)	-18%	21%	-2%	0%	9%	-4%	-3%	i	13%
CN1CCN(c2nc3c(c(=O)[nH]c(=O)n3C)n2Cc2cccc3ccccc23)CC1	20%	3%[11.4 µM]	17%	0%	-17%	4%	-7%	5%	1%
O=C(C[C@H]1C/C=C\CC[C@H](Cc2ccc(F)cc2)C(=O)OC[C@H]2CCCN2C1=O)N[C@H](CO)Cc1ccccc1	2%	5%	2%	-3%	1%	4%	-7%	-2%	0%
COc1cc(/C=N/n2cnnc2)ccc1OCCOc1ccccc1	-2%	13%[57.1 µM]	17%	u	-46%	1%	-21%	-9%	2%
CCN(CC)c1ccc(C2NC(=O)NC(C)=C2C(=O)Nc2ccccc2)cc1 (stereo unspecified)	40%[activator]	9%	-17%	49%[activator]	-19%	65%[activator]	u	-5%	-2%
CCOc1ccc(Cn2nnc(C(=O)Nc3cc(OC)cc(OC)c3)c2N)cc1	-8%	7%[57.1 µM]	34%	424%[activator]	-38%	3%	-13%	-5%	-4%
CCc1sc(C(=O)Nc2ccc(N3CCOCC3)cc2)cc1C	-5%	6%	-5%	u	-7%	3%	u	-3%	-6%
CC1CN(c2nc(-c3ccc(Br)cc3)nnc2-c2ccccc2)CC(C)N1 (stereo unspecified)	-9%	4%	13%	u	-9%	-1%	-13%	9%	-1%
O=C1SC(c2ccccc2)=N/C1=C/c1ccco1	6%	7%	-13%	u	-13%	-3%	u	i	6%
O=C(N/N=C/c1cccc(Oc2ccccc2)c1)c1ccccc1Br	-4%	-3%	19%	0%[57.4 µM]	-20%	22%	-14%	1%	x
CCOC(=O)C(C(C)=O)c1c(Br)c(O)c(O)c2c(C(=O)c3ccc(C)cc3)coc12 (stereo unspecified)	2%	u	u	u	0%	-2%	u	-1%	-1%
C=CC[n+]1c(-c2ccc(C)cc2)csc1Nc1ccc(NC(C)=O)cc1	1%	6%	14%	u	5%[56.9 µM]	u	u	4%	8%
NS(=O)(=O)c1cccc(NC(=O)CC23CC4CC(C2)CC(CC(=O)Nc2cccc(S(N)(=O)=O)c2)(C4)C3)c1	0%	-14%	26%	i	24%	4%	-9%	0%	10%
CCCCOc1ccc(C2=CSC3=NCCN23)cc1[N+](=O)[O-]	-6%	23%[57.1 µM]	-11%	0%	-28%	0%	u	-9%	-3%
COc1cccc(-n2nnc3c(sc4nc(C)cc(C)c43)c2=O)c1	-15%	9%	15%	-25%	24%	2%	-11%	11%	2%
O=C(CSc1nccn1-c1ccc(F)cc1)Nc1ccc2c(c1)OCO2	12%	69%[activator][57.1 µM]	u	0%	u	-1%	u	i	-5%
COc1ccc(NC2=Nc3cccc4cccc2c34)cc1	2%	-20%	u	-11%	-18%	62%[activator]	45µM*	-4%	2%
O=C(Cc1ccccc1)N1CCN(S(=O)(=O)c2cccc([N+](=O)[O-])c2)CC1	-4%	-12%	49%	-3%	-7%	3%	-8%	i	6%
Cc1[nH]c2ccccc2c1C(=O)/C=C\c1ccccc1Cl	-2%	-7%	-18%	-22%	-10%	12%	u	-8%	8%
CCc1nnc(NC(=O)CSc2ccc(-c3ccc(C)cc3)nn2)s1	-6%	13%[57.1 µM]	20%	-4%	3%	-5%	-34%	-2%	5%

Complete entries as entered above.
Shown for CCOc1ccc(NC(=O)CN(C)C(=O)c2cn(-c3ccc(F)cc3)nc2-c2cccc(OC)c2)cc1OCC = GLS inhibitor: 3%; rTrxR1 inhibitor: 0%; HP1b binding inh: -16%; ALOX12 inh: u; RGS4 inh: 20%; Pin1 inh: 10%; JMJD2A Tudor inh: -35%; PGK inhibitor: -8%; ERG Ets-DNA blk: 14%
Shown for CCOC(=O)NC(Cc1c[nH]c2ccccc12)C(=O)NCCc1ccc(S(N)(=O)=O)cc1 (stereo unspecified) = GLS inhibitor: 5%; rTrxR1 inhibitor: 23%; HP1b binding inh: 48%[activator]; ALOX12 inh: 6%; RGS4 inh: -7%[56.9 µM]; Pin1 inh: 3%; JMJD2A Tudor inh: -17%; PGK inhibitor: 0%; ERG Ets-DNA blk: -3%
